# Screens: PubChem BioAssay, several laboratories
# Glyco luc inh: blocks N-linked glycosylation in D54 reporter cells; reporter increase, % at 12.5 µM; 360,000 tested, 0.23% active; D54 ERlucT glycosylation luciferase reporter, 24 h; percent of 100 nM tunicamycin response;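 active = mean luciferase reporter signal, scaled so untreated is 0 and the glycosylation-blocking control 100, at or above a set limit in every replicate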;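 note: luciferase carries N-glycosylation sites so blocking glycosylation raises the light; 0% = median of neutral control wells and 100% = median of 100 nM tunicamycin wells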
# Granule exo inh: lytic granule exocytosis inhibition; 360,000 tested, 0.66% active; inhibition, % at 10 µM; AID 651702; TALL-104 LAMP-1 surface exposure, flow cytometry; cells stimulated with thapsigargin and PMA;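 active = inhibition above about 55%, limit read from the data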
# Vif imaging: HIV Vif inhibition; HEK293T cells, Vif self-association by quenched fluorescence, imaging, 24 h; inhibition, % at 7.49 µM; 340,000 tested, 0.35% active; AID 602346; in the data active = inhibition above about 50%, passing the limit was not always enough; note: some results filed as inactive read as strong as hits
# ABCB6 inh 2: inhibitors of human ABC transporter ABCB6; 360,000 tested, 0.19% active; K562-ABCB6 porphyrin accumulation, flow cytometry, 1 h; stronger effect = lower value; Q9NP58; fluorescence ratio to DMSO, % at 10 µM;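 active = fluorescence ratio to DMSO below 75%, the collection mean minus 3 SD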;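 note: signal is porphyrin accumulated inside mitochondria; 100% equals median channel fluorescence of DMSO control wells; lower ratio means ABCB6 inhibition with less porphyrin fluorescence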
# PDI inh: inhibitors of human protein disulfide isomerase | P07237 | AID 588391 | PDI insulin aggregation turbidity, A650, 90 min | inhibition, % at 10 µM | 350,000 tested, 0.052% active;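 active = mean inhibition across replicates of 30% or more, whatever share of single replicates reach that level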;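 note: absorbance from insulin aggregation driven by PDI reduction with DTT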
# Target sequence (P07237 whole entry, looked up): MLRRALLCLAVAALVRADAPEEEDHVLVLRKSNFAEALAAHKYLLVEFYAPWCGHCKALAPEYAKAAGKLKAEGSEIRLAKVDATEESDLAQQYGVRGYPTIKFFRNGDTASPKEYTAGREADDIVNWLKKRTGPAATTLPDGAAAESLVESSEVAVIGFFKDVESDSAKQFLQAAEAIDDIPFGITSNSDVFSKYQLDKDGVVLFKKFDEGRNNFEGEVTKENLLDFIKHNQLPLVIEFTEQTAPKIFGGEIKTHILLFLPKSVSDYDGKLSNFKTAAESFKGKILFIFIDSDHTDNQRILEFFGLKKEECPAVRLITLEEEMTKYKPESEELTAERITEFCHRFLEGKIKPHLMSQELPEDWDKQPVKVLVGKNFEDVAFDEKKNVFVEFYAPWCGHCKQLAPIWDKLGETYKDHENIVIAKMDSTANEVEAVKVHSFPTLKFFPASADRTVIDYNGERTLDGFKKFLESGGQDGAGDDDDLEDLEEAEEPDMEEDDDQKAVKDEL
# aDG glyco act: increases alpha dystroglycan glycosylation | 360,000 tested, 0.22% active | activation, % at 10 µM | AID 624168 | Pro5-aDG cells, alpha-DG glycosylation AlphaScreen (IIH6); 0% Pro5, 100% B10-LARGE cell signal;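 active = activation of at least 8% versus controls, or a plate z-score of at least 8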;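 note: Pro5 are CHO cells carrying HIG-tagged alpha-DG that lacks glycosylation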
# iPSC survival up: enhancers of human iPSC single-cell survival; AID 602274; hiPSC single-cell survival, ATPlite luminescence; 100% = ROCK inhibitor wells, 0% = DMSO; survival enhancement, % at 20 µM; 360,000 tested, 0.044% active; in the data active = survival enhancement above about 18%;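 note: cells exposed to compounds for 16 hours before the ATP read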
# CaV13 FRET inh: Primary screen for inhibitors of IQ motif and Ca2+-dependent inactivation inhibitor domain binding in CACNA1D, Förster resonance energy transfer in living cells, … | inhibition, % at 12.3 µM | HEK cells, CFP/YFP FRET ICDI-IQ, plate reader, 10 min; percent FRET-ratio fall versus neutral wells | 340,000 tested, 0.098% active;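 active = mean replicate inhibition of at least 30% and at least 1% of replicates passing that level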;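 note: 0% = median of the neutral control wells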
# Cardio protect: myocardial damage modulation in H9c2 cells; H9c2 cardiomyocytes, H2O2 injury protection, ATPLite, 2 h; protection from H2O2 cell death, % at 20 µM; 360,000 tested, 0.63% active;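 active = compounds giving at least 50% protection of heart cells from peroxide-induced death in the single-dose screen, raw or plate-pattern-corrected value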;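 note: 0% = DMSO wells with peroxide and 100% = DMSO wells without peroxide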
# m5-HT2A agonist: mouse HTR2A agonism via beta-arrestin recruitment; activation, % at 7.6 µM; P35363; CHO-K1 mHTR2A beta-arrestin complementation, luminescence; percent of 30 µM serotonin response; 360,000 tested, 0.66% active;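 active = activation above a run cutoff, the mean activation of all tested compounds plus 3 SD, cut at about 14% in these data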;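 note: 0% = plate median of compound wells and 100% = 30 µM serotonin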
# Target sequence (P35363 whole entry, looked up): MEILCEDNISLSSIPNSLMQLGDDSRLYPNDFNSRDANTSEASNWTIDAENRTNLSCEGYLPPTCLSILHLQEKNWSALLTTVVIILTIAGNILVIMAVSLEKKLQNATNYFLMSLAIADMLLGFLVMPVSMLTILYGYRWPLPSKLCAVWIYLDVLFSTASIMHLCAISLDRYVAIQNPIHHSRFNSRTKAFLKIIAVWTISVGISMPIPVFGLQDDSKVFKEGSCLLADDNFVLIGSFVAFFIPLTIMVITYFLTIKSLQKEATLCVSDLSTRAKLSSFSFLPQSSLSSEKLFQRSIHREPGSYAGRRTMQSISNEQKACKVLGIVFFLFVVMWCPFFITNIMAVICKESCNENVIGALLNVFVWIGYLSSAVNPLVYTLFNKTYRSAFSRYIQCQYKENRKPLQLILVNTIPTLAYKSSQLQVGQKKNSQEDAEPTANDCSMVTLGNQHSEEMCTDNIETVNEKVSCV
# * = called active by the depositor; . = not tested or not shown.
SMILES,Glyco luc inh,Granule exo inh,Vif imaging,ABCB6 inh 2,PDI inh,aDG glyco act,iPSC survival up,CaV13 FRET inh,Cardio protect,m5-HT2A agonist
CN1CCC(N(C)C(=S)Nc2ccc(F)cc2)CC1,-1,4,-17,96,3,-0.1,0.2,-2,-3,2
CCn1c(=O)c2ccccc2n(CC(=O)NC2CCCCC2)c1=O,0,-3,-4,90,1,0.0,1.0,-8,4,0
COc1ccc(-c2nc3ccc(Br)cn3c2Cc2ccsc2)cc1OC,-4,-6,.,97,.,1.5,-2.0,-7,12,2
Cc1ccc(C)c(SCc2nc3sc(C(=O)O)c(C)c3c(=O)[nH]2)c1,0,15,-16,102,-5,-0.1,0.9,-1,-4,7
CC(C)CNc1ncnc2c1sc1nc(N3CCOCC3)c3c(c12)CC(C)(C)OC3,1,-2,7,107,-8,1.1,5.0,.,41,-3
CCN(C(=O)/C=C/c1ccc(OC)cc1)C1CCS(=O)(=O)C1 (configuration not stated),2,0,8,97,-1,-0.1,-0.2,-16,-3,-1
COc1ccccc1C(=O)NCCn1cc(SCC(=O)Nc2cc(C)on2)c2ccccc21,-4,10,-2,106,26,0.2,-1.2,-9,7,-2
Cc1ccc(CN2C(=O)CCC2C(=O)NCc2ccc3c(c2)OCO3)cc1 (configuration not stated),2,0,-1,96,0,0.1,-2.2,.,-5,-2
O=C(N[C@@H](Cc1ccccc1)C(=O)OCc1ccccc1)c1nc[nH]c1C(=O)N1CCNCC1,-2,2,-1,93,-3,0.0,3.1,-4,2,-8
O=C(NC1CCCC1)c1cccc(NC(=O)c2ccco2)c1,0,0,-2,105,1,0.0,1.4,-5,4,0
CN(C(=O)CN1C(=O)S/C(=C\c2ccc(Cl)cc2)C1=O)C1CCS(=O)(=O)C1 (configuration not stated),2,-2,-21,98,-8,-0.4,-0.3,-14,-1,-6
CN(C(=O)c1cccc(NC(=O)Cc2ccc(NC(=O)C3CCCN(C(=O)C4CC4)C3)cc2)c1)C1CCCCC1 (configuration not stated),0,6,-16,99,-8,0.0,0.6,-5,0,-1
CCCCN(CCCC)S(=O)(=O)c1ccc(NC(=O)Cc2cccs2)cc1,-6,20,-8,98,4,0.5,-1.2,-8,-23,-5
Cn1cc(Br)c(C(=O)NC(=S)N2CCN(c3ccccn3)CC2)n1,4,2,6,97,-1,0.0,-0.8,-3,6,3
O=C(c1ccccc1Cl)N1CCSCC1,0,-4,2,92,7,-0.4,0.6,-5,2,4
CCNC(=S)Nc1ccc(OCC)cc1,1,1,-2,102,17,-0.2,-2.3,-3,0,0
COc1cccc(NC(=O)Nc2cc(C)ccc2OC)c1,1,1,1,104,4,0.3,-3.9,-8,-2,-2
O=C(O)CCCCCCCCCCP(=O)(c1ccccc1)c1ccccc1,1,-2,-1,94,16,0.1,0.1,-2,1,1
CCCOC1CCCN(C(=O)c2cc(COc3c(F)cccc3F)on2)C1 (configuration not stated),-1,0,1,98,12,0.2,0.1,.,0,7
Cc1nc2ccccc2n1CC(=O)NC1CCCCCC1,0,1,-10,93,-4,0.4,-0.8,-2,-10,4
CCOC(=O)/C=C/[C@H]1CC2(CCO1)SCCCS2,-3,0,-7,98,-5,-0.1,2.2,-4,3,-4
O=C(CCC(=O)c1ccc(Cl)cc1)OCC(=O)c1ccccc1,1,0,32,98,7,-0.2,-0.9,-3,9,4
OCc1cn(-c2ccccc2)nc1-c1cccnc1,5,0,-1,99,6,-0.3,3.4,.,10,-1
COc1cc(C)ccc1OC(C)C(=O)Nc1ccc(N2CCCCC2)cc1 (configuration not stated),-1,-3,5,88,15,-0.2,-0.6,-15,-6,-3
O=C(O)C1CCCCN1S(=O)(=O)c1ccccc1 (configuration not stated),1,-2,.,111,-3,-0.2,-1.4,.,-14,-1
COc1ccc(N2CC(C(=O)N3CCC(c4nc5ccccc5[nH]4)CC3)CC2=O)cc1 (configuration not stated),-1,-7,-5,97,-1,-0.2,-0.5,-6,-2,0
CC1(C)CC2CC(C)(CN2C(=O)c2cc(-c3ccc(O)cc3)on2)C1 (configuration not stated),-1,21,-6,104,6,0.0,-0.3,-4,-12,7
Cc1cc(C)nc(SCc2cc(=O)c(OC(=O)c3ccc(Br)o3)co2)n1,1,-5,-6,95,-8,0.0,3.6,-3,30,3
FC(F)(F)Oc1ccc(NC(=S)Nc2ccccc2N2CCOCC2)cc1,3,12,4,92,-1,-0.1,-0.4,-5,-11,-6
Cc1cc(NC(=O)c2cn(C3CCCCC3)c(=O)c3c2c2ccccc2n3C)no1,-7,-1,0,89,-6,1.1,1.2,-6,22,-4
CCCN(CC(=O)Nc1ccc(F)c(F)c1F)C(=O)Cn1c(=O)cnc2ccccc21,2,6,2,100,-3,-0.2,-0.1,-2,3,4
O=C1NC[C@@H](CCCCN2CCN(CCc3ccccc3)C(=O)C2=O)N(CC2CCCCC2)C1=O,.,11,.,95,.,0.0,0.6,-9,.,-6
CN(C(=O)c1ccc(NC(=O)Cc2cccc(NC(=O)C3CCN(C(=O)c4ccccc4)CC3)c2)cc1)C1CC1,4,-1,.,97,-3,-0.1,0.0,-5,-26,-6
Cn1cccc1C1C=C(c2ccc(C(C)(C)C)cc2)Nc2ncnn21 (configuration not stated),-11,-6,-13,97,-4,-0.2,2.6,-11,-11,-2
Cc1nc(CNS(=O)(=O)c2cc(F)ccc2F)cs1,1,0,-1,99,3,0.0,0.6,-5,9,4
COCCN(C(=O)c1ccco1)c1nnc(-c2ccc(F)cc2)s1,-1,-1,-1,98,5,-0.2,-0.6,-3,0,3
Cc1cccc(C)c1OCC(=O)Nc1ccc2c(c1)OCCO2,0,0,-2,98,5,0.5,-0.4,-3,-4,-1
CN(CCC#N)CC(=O)Nc1ccc(NC(=O)CN(C)CCC#N)cc1,2,-2,-4,96,11,0.2,1.3,.,2,0
Cc1ccc(C(=O)Nc2ccncc2)c(C)c1,0,5,-6,100,27,0.4,1.2,-1,-4,0
COC(=O)c1ccc2c(=O)n(CCCCCC(=O)N3CCN(c4ccc(F)cc4)CC3)c(=O)[nH]c2c1,-1,-2,2,93,-5,0.9,-2.2,-5,4,2
COC(=O)C1=C(C(=O)OC)[C@@H]2Nc3ccccc3[C@@]23C[C@@H](C(=O)OC)N(C(=O)COCc2ccccc2)C3=N1,4,0,0,102,9,0.1,0.2,-10,16,2
COc1ccc(CN2C(=O)CCC2(C)C(=O)NC2CCCCCC2)cc1 (configuration not stated),3,-2,8,97,0,-0.1,-1.1,-5,-11,0
CN(C)c1ccc(/C=C2/NC(=O)NC2=O)cc1,1,2,.,101,-4,1.0,-2.2,-27,-4,2
CC(=O)N1c2ccc(S(=O)(=O)N3CCC(C(=O)N4CCC(C)CC4)CC3)cc2CC1C (configuration not stated),1,-1,-3,101,-2,0.2,0.2,-4,-5,-7
COc1cc(OC)c2cc(C(=O)N/N=C/c3ccccc3O)[nH]c2c1,-5,-5,-15,95,-10,0.2,0.0,-19,57*,0
COc1cc(OC)c(N(C)C(=O)c2cn(C)c(=O)c3cc(OC)c(OC)cc23)cc1Cl,4,16,-6,99,-2,0.0,-0.3,-3,-1,-1
COc1cc(-c2c(-c3ccsc3)sc3ccccc23)cc(OC)c1OC,-1,-2,5,102,0,-0.1,-0.2,-5,-6,0
O=C(NCc1ccccc1)C1=C[C@@H](C2CC2)C[C@@H](OCc2ccc(CO)cc2)O1,-1,0,-3,92,0,-0.1,-0.1,-5,2,-4
COc1ccc(C(=O)OCC(=O)Nc2nc3c(F)c(F)c(F)cc3s2)cc1OC,2,37,8,97,1,-0.1,-0.3,-1,2,1
CC(C)(C)[C@H]1C=C(C(=O)NCc2nc3ccccc3[nH]2)O[C@@H](OCc2ccc(CO)cc2)C1,-2,3,-3,100,-5,-0.1,2.2,-9,-1,-5
C=CCNC(=O)/C(=C\C=C\c1ccccc1)NC(=O)c1ccccc1Cl,-1,-1,20,99,-1,-0.7,0.8,-4,8,2
COc1ccc(OC)c(/C=N/n2c(-c3n[nH]c4c3CCC4)n[nH]c2=S)c1,1,-3,-1,102,0,0.0,0.9,-5,-5,-4
CCn1c(=O)cc(OCC(=O)Nc2ccccc2C#N)c2ccccc21,2,2,0,98,.,-0.1,-0.3,-3,60*,-1
COc1ccc(OC)c(CCNC(=O)c2ccc(NC3=NC4CS(=O)(=O)CC4S3)cc2)c1 (configuration not stated),2,0,-5,100,.,-0.1,-1.1,7,-3,17*
CCn1nc(C)cc1C(=O)N1CCCC(N2CCN(c3ccccc3OC)CC2)C1 (configuration not stated),1,-6,-4,96,-3,-0.1,-0.2,-7,-6,-7
CCOC(=O)c1c(NC(=O)COC(=O)CNC(=O)c2ccc(Cl)cc2Cl)sc(C(=O)N(C)C)c1C,1,15,-6,98,5,0.1,-0.3,-2,3,5
Cc1c(NC(=O)c2cc3ccccc3oc2=O)c(=O)n(-c2ccccc2)n1C,-1,4,90*,82,-11,-0.3,2.2,-5,-4,2
CCCCC(=O)Nc1ccc(NC(=S)NC(=O)CCCCl)cc1OC,0,-3,3,100,1,0.1,1.4,-7,-2,1
COc1ccc(S(=O)(=O)N(CC(=O)NCC2CCCO2)c2ccc(F)cc2)cc1OC (configuration not stated),1,-2,-3,99,-19,-0.1,-0.6,-4,2,-2
COc1ccc(NC(=O)/C(C#N)=C\c2cc(C)n(-c3ccc4c(c3)OCO4)c2C)cc1,4,3,-2,102,12,0.1,-1.1,-16,-3,-2

# Continuation:
SMILES,Glyco luc inh,Granule exo inh,Vif imaging,ABCB6 inh 2,PDI inh,aDG glyco act,iPSC survival up,CaV13 FRET inh,Cardio protect,m5-HT2A agonist
CC(=O)N1CC(C)Oc2ccc(S(=O)(=O)NC(CC(=O)O)c3ccccc3)cc21 (configuration not stated),3,1,-6,100,-1,-0.1,-0.5,-5,-1,-2
Cc1ccc(C(=O)COC(=O)CCN2C(=O)C3C4CCC(C4)C3C2=O)cc1[N+](=O)[O-] (configuration not stated),4,1,-13,102,-2,-0.1,-0.4,-7,2,-4
COc1ccc(N2C3=[N+](CCCC3)CC2(C)O)cc1 (configuration not stated),2,2,0,99,-2,-0.3,-1.1,-8,7,3
O=C(CCc1ccccc1)Nc1ccccc1OC(=O)c1ccccc1,1,1,3,99,9,-0.4,2.8,-6,-7,-5
O=C(c1ccc(NC(=O)C2(c3ccccc3)CCCC2)cc1)N1CCOCC1,0,0,-1,103,6,0.0,-0.1,-4,-1,7
O=C(O)Cc1ccc(NC(=O)Nc2cccc3ccccc23)cc1,.,5,.,82,7,0.2,0.2,.,6,2
O=C(C1=C[C@H](C2CCCCC2)C[C@H](OCCCCO)O1)N1CCOCC1,3,29,-7,99,-6,0.0,2.4,-12,5,0
C=CCNC(=S)N/N=C/c1ccc(C)c([N+](=O)[O-])c1,-2,-1,-2,97,-6,0.3,-2.3,-7,2,3

# Complete entries from above:
# Entry for `O=C(CCc1ccccc1)Nc1ccccc1OC(=O)c1ccccc1` = Glyco luc inh = 1; Granule exo inh = 1; Vif imaging = 3; ABCB6 inh 2 = 99; PDI inh = 9; aDG glyco act = -0.4; iPSC survival up = 2.8; CaV13 FRET inh = -6; Cardio protect = -7; m5-HT2A agonist = -5
# Entry for `O=C(c1ccc(NC(=O)C2(c3ccccc3)CCCC2)cc1)N1CCOCC1` = Glyco luc inh = 0; Granule exo inh = 0; Vif imaging = -1; ABCB6 inh 2 = 103; PDI inh = 6; aDG glyco act = 0.0; iPSC survival up = -0.1; CaV13 FRET inh = -4; Cardio protect = -1; m5-HT2A agonist = 7

# Not a hit list (roughly 3.1% active in at least one column).
